Screens as filed in PubChem.
Integrin act MD – integrin-mediated muscular dystrophy alleviation activation; alpha7betagal myoblasts, beta-gal FDG fluorescence, 48 h; Potency, µM (doses to about 38.3 µM), for inactives: at the highest dose activation, most hits filed as activators; 0.064% of 350,000 active; AID 624291;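 also: potency is read from the fitted curve at half-maximal effect; 100% = response of the positive control SU9516; nearly all actives have a fitted effect of over 60% in size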
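alpha7betagal+/- myoblasts (passage 13, 250/well) treated 48 h at 37C with compounds at 1:260 dilution of DMSO stock. Lysed, then beta-galactosidase activity read as FDG fluorescence (ex 480/em 540) after 30 min, with pre-read for autofluorescence.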
KCNH2 WT inh – blocks the wildtype human KCNH2 potassium channel; 0.37% of 340,000 active; activity change, % at 1.84 µM; U2OS, BacMam KCNH2, thallium flux FluxOr; active compounds read low; AID 720551;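 active = maximum activity change below -70%; inconclusive = maximum activity change between -70% and -50%; inactive = maximum activity change above -50%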; also: % is scaled to controls: 0 for no effect and ±100 for the full control effect
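U2OS cells transduced with wild-type KCNH2 virus are loaded with FluxOr dye for 45 min, and thallium flux is measured in kinetic reads before and after stimulation buffer. Rate constants are normalized to DMSO controls.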
TRPV1 ag – human TRPV1 agonism; Q8NER1; TRPV1-expressing cells, Fluo-8 calcium influx, agonist mode; activation, % at 8.33 µM; 0.19% of 320,000 active; in the data active = activation above about 80%; inconclusive = between about 30% and that limit; also: 0% is about no effect
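Fluo-8 calcium influx in TRPV1-expressing cells, kinetic read (ex 480/em 520 nm). Compound added and read 3 min for agonist activity, followed by capsaicin at EC20 final and 2 min further read for enhancement.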
ASM inhibitor – human S-ASM enzyme inhibition. P17405. placental ASM, HMU-PC fluorogenic substrate, 60 min. Potency, µM (top dose mostly 57.5 µM), without a hit: at the top dose activity change, negative = inhibition, actives largely listed as inhibitors. 0.006% of 340,000 active. AID 504937; also: potency is read from the fitted curve at half-maximal effect
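HMU-PC0 cleavage (9 uM final) by human placental ASM, 60 min at 37 °C following 10 min compound exposure at RT; stopped at pH 10, fluorescence Ex 386/Em 447 nm.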
Coupling enz – coupling enzyme interference in Giardia aldolase counter-screen | coupling enzyme system counterscreen, AmpLite Red fluorescence | activity change, negative = inhibition, % at 58.2 µM, hits read low | 0.67% of 290,000 active | AID 2472; in the data active = activity change below about -30%; also: % is scaled to controls: 0 for no effect and ±100 for the full control effect
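Final compound at 57.5 uM, incubated 10 min at RT with coupling enzyme reagent (glyceraldehyde-3-phosphate), then 20 min with substrate and AmpLite Red detection. Fluorescence read at 525/598 nm; tests interference with the coupling assay, not aldolase inhibition.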
GALK inhibitor – inhibitors of human galactokinase. Purified GALK, Kinase-Glo residual ATP luminescence. P51570. Potency, µM (doses to about 57.5 µM), inactives show top-dose activity change, negative = inhibition, most hits filed as inhibitors. AID 1868. 0.007% of 270,000 active; also: potency is read from the fitted curve at half-maximal effect; % is scaled to controls: 0 for no effect and ±100 for the full control effect
Target sequence (P51570 whole entry, looked up): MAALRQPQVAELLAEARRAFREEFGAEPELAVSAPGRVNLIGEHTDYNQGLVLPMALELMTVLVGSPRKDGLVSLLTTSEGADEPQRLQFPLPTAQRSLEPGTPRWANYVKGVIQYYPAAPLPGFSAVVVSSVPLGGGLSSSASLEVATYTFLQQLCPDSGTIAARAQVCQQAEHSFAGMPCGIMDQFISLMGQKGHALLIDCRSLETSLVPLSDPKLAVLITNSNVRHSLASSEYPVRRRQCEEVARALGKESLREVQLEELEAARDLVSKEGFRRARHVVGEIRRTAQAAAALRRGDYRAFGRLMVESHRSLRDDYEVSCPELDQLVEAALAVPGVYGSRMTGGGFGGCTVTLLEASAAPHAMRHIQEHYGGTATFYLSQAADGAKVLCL
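Quantitative HTS: GALK 5 nM, ATP 35 uM, galactose 100 uM, 1 h room temperature, then luciferase-based ATP detection.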
KCNH2 3.1 inh – blocks the human KCNH2 3.1 channel isoform; U2OS KCNH2 3.1, thallium flux FluxOr; active compounds read low; activity change, % (tested at about 1.8 µM); 0.95% of 340,000 active; AID 720553;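 active = maximum activity change below -70%; inconclusive = maximum activity change from -70% to -50%; inactive = maximum activity change above -50%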;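 also: thallium influx rate constant from kinetic fluorescence after stimulation buffer; % is scaled to controls: 0 for no effect and ±100 for the full control effect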
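Measured as rate of thallium-driven FluxOr signal in transduced U2OS cells carrying the 3.1 channel, read kinetically for 2 min upon stimulation; values are rate constants scaled to DMSO control wells.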
MBNL1 CUG block – inhibitors of human MBNL1 binding to CUG repeat RNA | Q9NR56 | TR-FRET MBNL1-His/biotin-(CUG)12 binding, 665/545 ratio | Potency, µM (highest dose often 57.5 µM), inactives show top-dose activity change, negative = inhibition, actives largely listed as inhibitors | 0.036% of 280,000 active; active = well fitted inhibition curve with a large enough effect in the signal ratio, with a control signal flat, not every such curve was filed as active; inconclusive = small, poorly fitted or top-dose-only effect, or effect the other way, or a change in a side signal; inactive = no such curve, though single readings can be large or run the other way; the % refers to the signal ratio; also: potency is read from the fitted curve at half-maximal effect; % is scaled to controls: 0 for no effect and ±100 for the full control effect
Target sequence (Q9NR56 whole entry, looked up): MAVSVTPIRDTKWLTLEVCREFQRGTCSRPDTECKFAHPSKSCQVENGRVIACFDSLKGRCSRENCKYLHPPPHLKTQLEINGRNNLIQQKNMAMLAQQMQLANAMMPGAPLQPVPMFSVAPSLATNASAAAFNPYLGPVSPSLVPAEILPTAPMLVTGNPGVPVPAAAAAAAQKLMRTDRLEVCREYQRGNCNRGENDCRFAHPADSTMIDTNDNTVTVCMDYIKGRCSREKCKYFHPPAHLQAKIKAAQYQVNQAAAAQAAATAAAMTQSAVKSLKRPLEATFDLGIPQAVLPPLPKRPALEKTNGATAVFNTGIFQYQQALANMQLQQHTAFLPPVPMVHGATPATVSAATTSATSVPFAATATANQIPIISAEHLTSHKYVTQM
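Compound titration spanned 92 nM–58 uM against the MBNL1-His/biotin-(CUG)12 complex. After 60 min at room temperature with 5 nM streptavidin-XL665 and 0.055 ng/ul terbium anti-His, ratiometric 665/545 nm emission (Ex 340 nm) normalized to controls.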
AT treatment – potential ataxia-telangiectasia treatment; […] A-T fibroblasts, KAP-1 phosphorylation AlphaLISA; neocarzinostatin DNA damage 30 min before lysis; Potency, µM (titrated, usually from 57.5 µM), without a hit: at the top dose activation, most hits filed as activators; 0.19% of 320,000 active; also: potency is read from the fitted curve at half-maximal effect; % of control where 0% means no effect; nearly all actives have a fitted effect of over 45% in size
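hTERT-immortalized A-T patient fibroblasts ([…]), 500 cells/well in OPTI-MEM, 1% FBS, got compounds for 60 min, then NCS for 30 min at 37C. Lysates were then assayed for phospho-KAP-1 by AlphaLISA (anti-pKAP1 donor, anti-KAP1 acceptor beads), 6 hr at 25C.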
CXXC DNA block – blocks binding of human MLL CXXC domain to DNA; Q03164; MLL-CXXC / FITC-HOXA9 DNA fluorescence polarization; Potency, µM (titrated, usually from 115 µM), for inactives: top-dose activity change, negative = inhibition, most hits filed as inhibitors; 0.037% of 290,000 active; AID 2662; active = well fitted inhibition curve with a large enough effect in the polarisation, with a control signal flat, not every such curve was filed as active; inconclusive = small, poorly fitted or top-dose-only effect, or effect the other way, or a change in a side signal; inactive = no such curve, though single readings can be large or run the other way; the % refers to the polarisation; also: potency is read from the fitted curve at half-maximal effect
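Fluorescence polarization: 7 uM MLL-CXXC (stock) preincubated 5 min with compounds, then 50 nM fluorescein-HOX-A9 DNA (stock) added; 30 min ambient. Buffer 50 mM Tris-HCl pH 7.5, 50 mM NaCl, 1 mM DTT, 0.05% BSA.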
The depositor's hits bear a star; i = inactive; ? = inconclusive; . = not tested or not shown; [ ] = dose if it differs, or a comment. Unless noted, calls follow the shape of the dose curve; as a rule, active = well fitted curve in the direction sought with a large enough effect; inconclusive = small, poorly fitted or top-dose-only effect, or another doubt; inactive = no such curve, though single readings can be large; an effect the other way counts as inactive or inconclusive.

Preview:
SMILES	Integrin act MD	KCNH2 WT inh	TRPV1 ag	ASM inhibitor	Coupling enz	GALK inhibitor	KCNH2 3.1 inh	MBNL1 CUG block	AT treatment	CXXC DNA block
CCOC(=O)c1cccc(NC(=O)CSc2nnc(-c3ccoc3C)n2CC)c1	16%	47	3	2%	1	0%	19	1%	0%	3%
O=Cc1ccc(Sc2ncccn2)o1	0%	-16	0	-3%	2	2%	-13	9%	-4%	15%
COc1ccc(C2CC(C(F)(F)F)n3nc(C(=O)N(C)Cc4cn(C)nc4C)c(Cl)c3N2)cc1 (stereo not given)	-22%	-1	-3	1%	0	-3%	6	7%	2%	4%

The whole of this part, previewed entries included:
SMILES	Integrin act MD	KCNH2 WT inh	TRPV1 ag	ASM inhibitor	Coupling enz	GALK inhibitor	KCNH2 3.1 inh	MBNL1 CUG block	AT treatment	CXXC DNA block
CCOC(=O)c1cccc(NC(=O)CSc2nnc(-c3ccoc3C)n2CC)c1	16%	47	3	2%	1	0%	19	1%	0%	3%
O=Cc1ccc(Sc2ncccn2)o1	0%	-16	0	-3%	2	2%	-13	9%	-4%	15%
COc1ccc(C2CC(C(F)(F)F)n3nc(C(=O)N(C)Cc4cn(C)nc4C)c(Cl)c3N2)cc1 (stereo not given)	-22%	-1	-3	1%	0	-3%	6	7%	2%	4%
CCOC(=O)CC1Sc2ccccc2NC1=S (stereo not given)	-13%	-1	?	0%	-2	.	-10	3%	0%	0%
NNC(=O)c1ccc(O)cc1O	18%	-11	?	-2%	-3	0%	4	.	2%	-4%
Fc1cccc(CSc2nc3ncccc3[nH]2)c1	26%	1	8	5%	-11	0%	-3	-2%	3%	-11%
Cc1ccc(S(=O)(=O)c2nc(C)c3c(n2)CCC3)cc1	?	-5	10	6%	5	1%	9	-3%	-7%	-3%
CN1C(=O)/C(=C/c2cn(CC(=O)N3CCCCC3)c3ccccc23)NC1=S	22%	-1	0	-3%	.	-7%	-1	?	-4%	?
Fc1ccc(-c2ccnc3nc(-n4cccc4)nn23)cc1	4%	37	2	-5%	-2	0%	11	4%	.	-18%
COC(=O)CN(CCc1ccccc1)S(=O)(=O)c1ccc(OC)c(OC)c1	-19%	-5	0	3%	6	0%	1	-2%	4%	-1%
C=CCOc1ccc(C2/C(=C(\O)c3ccc(F)cc3)C(=O)C(=O)N2CCCN(C)C)cc1 (stereo not given)	-14%	-11	1	1%	2	5%	2	0%	10%	-6%
CC(C)[C@@H](N)C(=O)N/N=C/c1ccc2nccnc2c1	10%	-10	-1	0%	1	.	-1	?	3%	-11%
Cc1cc(C)n2nc(SC(C)C(=O)N3CCCC3)nc2n1 (stereo not given)	1%	-4	-7	2%	.	.	6	.	-1%	.
O=Cc1ccc(-c2ccccc2C(=O)O)o1	2%	-1	-1	6%	4	0%	8	17%	1%	7%
Cc1ccc(NC(=O)COc2ccc(C(=O)c3ccccc3)cc2)c(O)c1	-13%	4	?	-3%	0	3%	3	-1%	5%	?
O=C1C(=O)N(CCN2CCOCC2)C(c2cccc(Cl)c2)/C1=C(\O)c1ccc2c(c1)OCCO2 (stereo not given)	?	13	-1	1%	10	-2%	-12	40%[activator]	-8%	13%
Cc1cc(Oc2ccc(C#N)cc2)nc(NCc2ccccc2)n1	-1%	-9	4	-1%	0	0%	-18	8%	0%	8%
CSc1cccc(NC(=S)N2CCC(c3ccccc3)C2)c1 (stereo not given)	-40%	0	17	-1%	0	-4%	-3	-1%	36%	8%
COCCN(C(=O)Cn1nnc2ccccc21)C(C(=O)NC1CCCC1)c1cccc(OC)c1OC (stereo not given)	-9%	-2	-3	4%	1	-2%	-2	-5%	3%	9%
Cc1cc2c(cc1C)C(c1ccccc1F)CC(=O)N2 (stereo not given)	18%	-12	?	0%	2	6%	3	4%	-11%	0%
O=C(O)Cn1cc(C(=O)C(F)(F)F)c2ccccc21	?	-1	-2	4%	4	1%	2	-18%	4%	0%
CC(=O)Oc1ccc2c(C)c(CC(C)O)c(=O)oc2c1 (stereo not given)	13%	-6	?	i	-1	0%	17	16%	3%	0%
C/C(=C\c1ccc2c(c1)OCO2)C(=O)c1c(C)cc(C)[nH]c1=O	-13%	-9	-1	2%	-3	1%	0	?	4%	-10%
CC(C)CNC(=O)NC1C(NC(=O)NCC(C)C)N(C)C(=O)N1C (stereo not given)	12%	-1	7	5%	1	5%	-3	-6%	-7%	-5%
Cn1c(SCC(=O)c2ccccc2)nnc1C1CC1	-12%	2	-3	5%	1	6%	-3	1%	2%	7%
SMILES	Integrin act MD	KCNH2 WT inh	TRPV1 ag	ASM inhibitor	Coupling enz	GALK inhibitor	KCNH2 3.1 inh	MBNL1 CUG block	AT treatment	CXXC DNA block
CCCCOc1ccc(C(=O)NCC(=O)NCC(c2ccc(OC)cc2)N2CCOCC2)cc1 (stereo not given)	-6%	2	1	1%	.	.	3	.	7%	.
O=C(Cn1nnc(-c2ccc([N+](=O)[O-])cc2)n1)NNC(=O)c1ccccc1	4%	35	1	6%	-2	-1%	-2	?	-5%	12%
CCCNC(=O)COC(=O)/C=C/c1ccc(C)o1	20%	-3	2	0%	1	10%	8	13%	-13%	1%
Cc1ccc(S(=O)(=O)N2CCCCC2)cc1C(=O)OCC(=O)NC(=O)NC12CC3CC(CC(C3)C1)C2	3%	-2	14	0%	1	-1%	-7	23%	14%	-7%
CCN(CC)C(=O)C(=O)c1cccn1-c1cccc(Cl)c1C#N	22%	13	13	2%	0	1%	6	-1%	-3%	-3%
CC1Cc2cc(S(=O)(=O)N3CCC(C(=O)Nc4ccccn4)CC3)ccc2N1C(=O)C1CCC1 (stereo not given)	-32%	-3	3	0%	4	-5%	13	4%	-2%	18%
CC(Sc1nc(O)c(-c2ccccc2)c(=O)[nH]1)C(=O)Nc1ccc(Cl)cc1 (stereo not given)	-1%	-8	0	-5%	19	0%	9	0%	0%	14%
Cc1ccc(C2N=C(N)Nc3nc4ccccc4n32)cc1 (stereo not given)	3%	3	-6	0%	0	11%	1	-6%	-7%	0%
CC(=O)N1CCc2cc(S(=O)(=O)NC(C(=O)Nc3nc(C)cs3)C(C)C)ccc21 (stereo not given)	-3%	4	1	2%	3	0%	-5	5%	10%	3%
Cc1cc(=O)oc2cc(OCCSCCN3CCCC3)ccc12	-28%	-19	0	39%	7	.	9	-10%	-1%	-17%
COC(=O)[C@@]1(C)[C@H]2C(=O)N(Cc3ccccc3)C(=O)[C@H]2[C@H]2CN(C)C(=NC3CCCCC3)N21	-15%	2	.	17%	.	.	-9	.	3%	.
CC(=O)NC(Cc1ccc(F)cc1)C(=O)N1CCN(C(=O)NCc2ccccc2)CC1 (stereo not given)	24%	12	1	24%	1	-2%	9	10%	-1%	2%
COc1ccc(Cl)cc1N(CC(=O)N1CCCC1)S(C)(=O)=O	-26%	14	-1	-2%	1	6%	3	-2%	2%	0%
O=C(O)c1ccc(NS(=O)(=O)c2ccc(C(=O)Nc3ccccc3)cc2)cc1	3%	0	17	0%	.	-7%	-5	-2%	8%	6%
O=C(CCCC(=O)NN=Cc1cccc(O)c1)NN=Cc1cccc(O)c1	8%	3	.	1%	.	.	5	.	.	.
O=C(NNS(=O)(=O)c1ccccc1[N+](=O)[O-])c1cccc([N+](=O)[O-])c1	10%	6	3	-2%	0	.	1	-2%[11.5 µM]	2%	-5%
CCCC(C(=O)NCc1ccco1)N(CC1CCCO1)C(=O)CNS(=O)(=O)c1ccc(F)cc1 (stereo not given)	-9%	-4	9	16%	-1	6%	29	-2%	-16%	19%
Cn1c(C(=O)NCc2cccs2)cc2c(=O)n(C)c3ccccc3c21	6%	5	0	25%	4	3%	13	-11%	8%	-1%
Cc1cc(C)c(C#N)c(Sc2ccccc2N)n1	0%	10	3	4%	0	-1%	.	-3%	2%	-4%
CN(C(=O)c1ccncc1)C1CCCN(Cc2ccccc2F)C1 (stereo not given)	-7%	2	0	0%	5	5%	14	-7%	3%	2%
Cc1ccc(NC(=O)Nc2ccc(S(N)(=O)=O)cc2)cc1	15%	0	6	-1%	5	1%	-8	-6%	0%	-1%
CSc1nc2ccc(NC(=O)CSc3nnc(N)s3)cc2s1	1%	-9	1	0%	-15	0%	-91*	-1%	0%	1%
Cc1ccc(C(=O)CN(Cc2ccccc2)C2=NCCS2)cc1	-33%	25	3	1%	0	1%	-15	-10%	2%	?
O=C(c1cc(Br)ccc1Cl)N1CCN(c2ccc(N3CCOCC3)nn2)CC1	4%	0	1	.	.	.	-11	.	-1%	.
CSc1nnnn1-c1ccc(C)c(Cl)c1	-22%	-5	0	2%	4	-1%	-19	12%	3%	8%
Cn1ccs/c1=N\S(=O)(=O)c1ccc(C(C)(C)C)cc1	-10%	20	2	-1%	5	-4%	7	-3%	-2%	17%
Cn1c(SCC(=O)C(C)(C)C)nnc1-c1ccncc1	19%	-30	-3	1%	0	1%	24	0%	0%	12%
